Compound activity: PubChem BioAssay, several laboratories
HTR5A ag ctr = HTR5A agonism, opioid heterodimer counter-screen; P47898; HTR5A agonist assay, luminescence, cell-based; activation, % at 9.3 µM; 340,000 compounds, 0.61% hits; in the data active = activation mostly above about 9.5%, no sharp cut-off; inactive = mostly below about 7.6%;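 note: 0% = cells with vehicle only and 100% = reference agonist; strong numbers were not always called active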
PfHsp90 yeast 2 = reduces growth (ATP signal) of yeast expressing P. falciparum Hsp90 | S. cerevisiae expressing PfHsp90, BacTiter-Glo ATP, 48 h; yeast lacking PDR1 and PDR3 efflux regulators | AID 504621 | inhibition, % at 9.4 µM | 310,000 compounds, 0.32% hits;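 active = every replicate shows inhibition above about 80%, whatever the replicate mean, limit read from the data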;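 note: 0% = DMSO neutral controls and 100% = 20 µM radicicol positive controls; yeast relying on Plasmodium falciparum Hsp90 in place of its own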
E coli growth = bacterial growth inhibition, counter-screen for AddAB inhibitors. E. coli V3065 growth, OD600 absorbance, 18 h. 330,000 compounds, 0.27% hits. inhibition, % at 11.9 µM;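 active = inhibition above the campaign's mean inhibition across all tested compounds plus 3 SD, cut at about 9.9% in these data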;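 note: uninfected addAB+ strain grown without phage in ampicillin broth; 0% = DMSO wells and 100% = ciprofloxacin 0.95 µg/ml wells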
PKA-R1A activ = PKA-R1A complex activation; 340,000 compounds, 0.083% hits; activation, % at 11.4 µM; PKA-R1A dissociation, Cy5-IP20 fluorescence polarization; scaled: DMSO 0%, 113 µM cGMP 100%;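 active = percent activation above the mean of all tested compounds plus 3 SD, cut at about 19% in these data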;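 note: higher means more PKAc released from R1A so a rise in polarization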
Pemphigus Ab inh = blocks pemphigus antibody binding to human desmoglein-3. P32926. DSG3-coupled beads, scFv-anti-DSG3-GFP binding, flow cytometry; stronger effect = lower value. binding (percent of control), % at 10 µM. 310,000 compounds, 0.48% hits. AID 588358;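 active = binding more than 3 SD below its plate's average and above zero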; note: some compounds called inactive have numbers as strong as hits
OPRM1-OPRD1 ag = OPRM1-OPRD1 heterodimerization agonism | P35372+P41143 | 340,000 compounds, 0.3% hits | activation, % at 9.3 µM | cells, luminescence | AID 504326; in the data active = activation above about 18%;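 note: 0% = vehicle-treated cells and 100% = reference agonist; values of inactives mirror those of a sister screen read the other way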
Target sequence (P35372 whole entry, looked up): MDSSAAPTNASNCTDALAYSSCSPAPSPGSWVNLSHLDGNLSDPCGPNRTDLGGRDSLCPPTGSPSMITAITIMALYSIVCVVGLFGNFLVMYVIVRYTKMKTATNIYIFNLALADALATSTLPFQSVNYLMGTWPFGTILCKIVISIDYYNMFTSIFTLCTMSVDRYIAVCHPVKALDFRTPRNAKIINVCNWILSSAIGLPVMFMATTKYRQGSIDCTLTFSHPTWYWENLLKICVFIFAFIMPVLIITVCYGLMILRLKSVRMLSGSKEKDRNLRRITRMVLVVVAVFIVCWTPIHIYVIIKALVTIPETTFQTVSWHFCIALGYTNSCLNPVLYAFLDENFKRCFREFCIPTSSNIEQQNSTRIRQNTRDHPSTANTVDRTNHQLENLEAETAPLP
Target sequence (P41143 whole entry, looked up): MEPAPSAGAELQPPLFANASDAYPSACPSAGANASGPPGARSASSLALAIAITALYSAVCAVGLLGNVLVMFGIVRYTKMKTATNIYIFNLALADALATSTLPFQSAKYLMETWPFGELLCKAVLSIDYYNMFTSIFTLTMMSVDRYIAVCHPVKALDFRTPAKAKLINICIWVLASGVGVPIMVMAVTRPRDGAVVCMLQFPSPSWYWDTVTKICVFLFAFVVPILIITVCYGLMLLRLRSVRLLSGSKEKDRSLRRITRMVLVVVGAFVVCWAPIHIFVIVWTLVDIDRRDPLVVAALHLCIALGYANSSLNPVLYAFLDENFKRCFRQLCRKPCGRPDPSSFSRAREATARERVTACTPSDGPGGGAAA
phage Ecoli inh = E. coli growth loss with phage present | inhibition, % at 11.9 µM | 360,000 compounds, 0.26% hits | growth absorbance; in the data active = inhibition above about 11%
HTR5A inv ctr = counter-screen for OPRM1-OPRD1 inverse agonists: human HTR5A inverse agonism. P47898. HTR5A cell line, luminescence. inhibition, % at 9.3 µM. 340,000 compounds, 0.083% hits; in the data active = inhibition mostly above about 23%, no sharp cut-off; inactive = mostly below about 18%;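 note: 0% = cells with DMSO and 100% = no-cell wells with DMSO; some compounds called inactive have numbers as strong as hits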
SUMO Mot1 rescue = blocks SUMOylation pathway, rescuing yeast Mot1-301 growth; 320,000 compounds, 1% hits; S. cerevisiae Mot1-301 growth rescue, ATP luminescence, 38.5C; percent above DMSO median, 100 means doubled; growth rescue, % at 18.8 µM;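 active = every valid replicate shows activation above 250% relative to neutral control wells; inactive = the rest, any valid replicate at or below 250%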;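 note: OY570 slx delta 5 strain wells were the positive control but not used for scaling; some compounds called inactive have numbers as strong as hits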
OPRM1-OPRD1 inv = mu-delta opioid heterodimer inverse agonism. P35372+P41143. cell-based MOR-DOR heterodimer luminescence. inhibition, % at 9.3 µM. 340,000 compounds, 0.21% hits. AID 504357; in the data active = inhibition above about 22%, passing the limit was not always enough;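 note: 0% = cells with DMSO and 100% = wells without cells with DMSO; values of inactives mirror those of a sister screen read the other way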
AddAB inh = less growth of phage-infected E. coli with AddAB. E. coli expressing H. pylori AddAB, absorbance growth. inhibition, % at 11.9 µM. 330,000 compounds, 0.29% hits. AID 435030; in the data active = inhibition above about 12%;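 note: 0% = vehicle wells of infected cells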
* hit, by the source's call; i = inactive; · = no result given.

SMILES	HTR5A ag ctr	PfHsp90 yeast 2	E coli growth	PKA-R1A activ	Pemphigus Ab inh	OPRM1-OPRD1 ag	phage Ecoli inh	HTR5A inv ctr	SUMO Mot1 rescue	OPRM1-OPRD1 inv	AddAB inh
O=S(=O)(c1ccccc1)N1CCc2ccccc2C1	-4	-19	-0.3	-11	103	0.0	2.2	13	16	0	1.8
OCC(O)CNC(=S)NC1CCCCC1 (stereo unspecified)	-3	-29	-0.9	11	98	-1.3	1.9	4	8	7	1.9
C/C(=N/NC(=O)CSc1nc2ccccc2n1C)c1ccco1	-3	-13	0.0	1	97	-2.0	-0.5	10	-11	11	2.8
O=C(CN1/C(=C(/O)c2ccccc2)C(=O)c2ccccc2S1(=O)=O)c1ccccc1	0	1	-6.9	-5	101	0.5	-0.2	-4	-10	-3	-3.7
COC(=O)C1CSc2[nH]c(=O)sc2C1c1ccc(O)c(OC)c1 (stereo unspecified)	-4	3	1.6	-3	106	-0.9	1.6	4	2	5	2.7
Cc1noc(C)c1S(=O)(=O)N(C)C[C@H]1Oc2ccc(NC(=O)NC3CCCCC3)cc2C(=O)N([C@H](C)CO)C[C@@H]1C	1	10	-1.6	-1	108	0.7	2.5	-10	-5	-4	-2.2
CS(=O)(=O)N(CC(=O)NC1CCCCC1)c1cccc(F)c1	-4	-11	-0.8	8	103	-3.2	4.0	-11	5	16	0.5
Cn1c(=O)n(C)c2cc([N+](=O)[O-])c(N3CCN(S(C)(=O)=O)CC3)cc21	3	2	0.3	-5	133	1.9	0.4	-21	51	-11	6.1
CC(C)(C)c1cc(-c2csc(Nc3ccccc3)[n+]2Cc2ccc(C(=O)O)cc2)cc(C(C)(C)C)c1O	-1	-137	0.6	3	102	-1.4	·	3	-2	8	1.0
C=CCNC(=S)N/N=C/c1ccc(C)cc1C	4	-60	0.0	-11	111	5.0	0.9	-19	2	-24	-0.4
O=C(CN1C(=O)NC2(CCCCC2)C1=O)Nc1ccc(Cl)cc1	4	9	0.3	-3	99	-0.4	2.2	6	6	2	-0.2
C[n+]1ccc(CC2C(=[N+]([O-])[O-])C=Nc3ncnn32)cc1 (stereo unspecified)	1	30	·	-1	100	-1.8	1.7	22	·	10	·
CCn1cc(C(=O)O)c(=O)c2cc(F)c(N3CCN(C(=S)NC(=O)c4cccc(F)c4)CC3)cc21	5	7	99*	-5	90	-3.5	42*	-25	2	18	98*
CCOc1ccc2c(c1)C(c1ccccc1)=NNC(c1ccccc1)=N2	-2	-32	2.0	11	92	0.7	0.6	-4	-6	-4	3.0
CC(=O)Nc1ccc(S(=O)(=O)NCc2csc(-c3cccnc3)n2)cc1	8	6	-0.9	-7	100	-3.9	1.8	-19	11	19	4.1
Cc1cccn2c(NC(=O)c3ccccc3F)c(-c3ccccc3)nc12	0	0	-3.7	8	101	0.6	0.4	0	27	-3	-1.8
COc1cc(C(=O)NCC(=O)OCc2cc(=O)oc3c(C)c(C)ccc23)cc(OC)c1OC	2	-9	-0.5	-13	104	-0.9	3.2	9	-15	5	-3.1
O=C(COC(=O)C12CC3CC(CC(C3)C1)C2)NCc1ccccc1	1	-19	0.0	-6	101	0.1	2.6	-6	8	0	1.3
Cc1oc(-c2ccccc2Cl)nc1CSc1nc2c(c(=O)[nH]1)CCCC2	4	-40	0.8	-3	99	-0.7	-1.4	-12	-3	4	-0.8
COC(=O)c1cc2cc(Cl)ccc2nc1SC	-2	-10	-0.1	8	·	2.6	0.5	-18	3	-13	0.7
C/C=C(/C)C(=O)O[C@@H]1c2cc3c(c(OC)c2-c2c(cc(OC)c(OC)c2OC)[C@@H](OC(C)=O)[C@@H](C)[C@H]1C)OCO3	0	·	0.9	-5	105	-1.9	·	-26	-2	10	2.7
COc1ccc(OC)c(NC(=O)CSc2nccn2Cc2ccco2)c1	6	-31	-0.4	-8	110	-1.4	-1.5	-8	5	4	1.0
Cc1cc(C)c(O)c(-c2cc(C(=O)Nc3ccc(S(=O)(=O)N4CCOCC4)cc3)[nH]n2)c1	0	2	4.2	1	·	2.0	4.4	-41	-2	-13	2.0
CCOC(=O)N1CCC(N(CCN(C)C)C(=S)Nc2cccc(C)c2)CC1	1	17	-1.8	2	96	-0.5	4.4	0	-3	3	2.2
CC(Sc1nncn1C)C(=O)Nc1nnc(-c2ccccc2)s1 (stereo unspecified)	4	16	-0.8	1	96	-1.1	-0.9	-7	123	7	-1.2
Cc1ccc(C)c(N)c1	1	-4	-1.6	-1	101	-3.0	2.1	-2	-17	16	0.5
CSC1=N/C(=C/c2cccnc2)C(=O)N1Cc1ccccc1	0	25	-1.2	9	100	-3.2	3.5	-14	-7	16	2.4
CC(=O)NC(C)(C)C1CC=C(C)/C(=N\O)C1 (stereo unspecified)	2	-4	-3.2	-3	99	-2.3	1.7	-6	12	11	-0.8
Cc1ccccc1NS(=O)(=O)c1ccc2c(c1)oc(=O)n2C	3	49	2.6	-9	96	-0.8	1.9	-12	4	4	0.0
COc1cc(OC)c2ccc(=O)oc2c1C(CC(=O)N1CCN(c2ccccc2)CC1)c1ccc2c(c1)OCO2 (stereo unspecified)	0	·	-1.5	-8	100	-2.1	0.1	1	-5	11	-0.3
COC(=O)c1c(NC(=O)CN2CCC(C(N)=O)CC2)c2c(C)cccc2n1C	9	9	-1.7	-16	·	-0.5	1.8	0	153	2	3.4
CC(C(=O)OCC(=O)Nc1cccc(S(=O)(=O)N(C)C)c1)N1C(=O)c2ccccc2C1=O (stereo unspecified)	-4	·	2.0	-1	117	-1.9	-2.9	14	-23	9	1.0
O=C(CC1Nc2ccccc2NC1=O)NCC1COc2ccccc2O1 (stereo unspecified)	4	-31	0.7	2	107	-0.1	·	-20	-12	1	1.9
COc1ccc(NC(=O)OCCN2CCN(Cc3ccccc3)CCC2=O)cc1	-11	-4	1.5	-8	100	-1.2	4.2	27	-1	6	3.1
Cc1ccc(S(=O)(=O)NNC(=S)Nc2cccc(F)c2)cc1	-3	0	1.2	0	113	-1.8	-0.1	20	-9	9	3.0
COc1ccccc1N1CCN(C(=O)c2sc3ncn(CC(=O)N4CCC(C)CC4)c(=O)c3c2C)CC1	-1	1	1.1	-15	·	-3.2	0.3	28	-10	16	1.9
COc1ccccc1C(=O)N/N=C/c1ccc2c(c1)OCO2	1	-18	0.5	-7	103	-1.2	3.5	-4	301*	8	1.8
CCOc1ccc(N2C(=O)CC(N(C)Cc3ccccc3)C2=O)cc1 (stereo unspecified)	2	-40	-1.3	-9	·	-2.1	4.5	14	71	10	2.9
Cc1ccccc1N1CC(C(=O)Nc2nnc(SCCN3CCOCC3)s2)CC1=O (stereo unspecified)	0	-36	-1.1	0	102	-5.0	3.2	-3	78	16	-3.6
CCOc1ccc(CNC(=O)C2CCN(c3nnc(C)c4c(C)n(-c5ccc(C)cc5)nc34)CC2)cc1	3	7	-0.8	-16	114	2.7	2.1	-13	-3	-14	-0.2
CN(CC(=O)NCc1ccncc1)S(=O)(=O)c1ccc(Cl)cc1	1	6	2.4	-21	97	-4.3	0.6	-2	-2	20	2.5
Clc1ccc(OCCSc2ncccn2)cc1	-7	1	-0.6	-9	108	-2.6	4.2	18	4	16	1.0
C/C(=N\Nc1cccc(Cl)c1)c1ccncc1	-1	-9	1.7	-10	101	-3.4	4.1	-27	i	17	4.4
Cn1ccc(=S)c2ccccc21	5	14	-0.2	11	103	-2.9	3.7	-15	1	15	3.3
COc1cccc(-n2nnnc2SCC(=O)Nc2ccc(OC)cc2OC)c1	-4	30	-0.2	1	93	0.0	2.0	14	3	0	4.3
O=C1CC(=O)Nc2cc(S(=O)(=O)N3CCN(c4cccc(C(F)(F)F)c4)CC3)ccc2N1	3	1	2.5	3	102	-1.6	3.7	5	0	8	1.6
CCN(C(=O)COC(=O)/C(=C/c1ccccc1)NC(C)=O)c1c(N)n(Cc2ccccc2)c(=O)[nH]c1=O	9	1	·	-5	94	-5.0	1.1	5	·	19	·

15 compounds out of the list, arranged by formula weight, lowest first:
SMILES	HTR5A ag ctr	PfHsp90 yeast 2	E coli growth	PKA-R1A activ	Pemphigus Ab inh	OPRM1-OPRD1 ag	phage Ecoli inh	HTR5A inv ctr	SUMO Mot1 rescue	OPRM1-OPRD1 inv	AddAB inh
Cn1ccc(=S)c2ccccc21	5	14	-0.2	11	103	-2.9	3.7	-15	1	15	3.3
C/C(=N\Nc1cccc(Cl)c1)c1ccncc1	-1	-9	1.7	-10	101	-3.4	4.1	-27	i	17	4.4
Clc1ccc(OCCSc2ncccn2)cc1	-7	1	-0.6	-9	108	-2.6	4.2	18	4	16	1.0
COc1ccccc1C(=O)N/N=C/c1ccc2c(c1)OCO2	1	-18	0.5	-7	103	-1.2	3.5	-4	301*	8	1.8
CCOc1ccc(N2C(=O)CC(N(C)Cc3ccccc3)C2=O)cc1 (stereo unspecified)	2	-40	-1.3	-9	·	-2.1	4.5	14	71	10	2.9
Cc1ccc(S(=O)(=O)NNC(=S)Nc2cccc(F)c2)cc1	-3	0	1.2	0	113	-1.8	-0.1	20	-9	9	3.0
O=C(CC1Nc2ccccc2NC1=O)NCC1COc2ccccc2O1 (stereo unspecified)	4	-31	0.7	2	107	-0.1	·	-20	-12	1	1.9
CN(CC(=O)NCc1ccncc1)S(=O)(=O)c1ccc(Cl)cc1	1	6	2.4	-21	97	-4.3	0.6	-2	-2	20	2.5
COC(=O)c1c(NC(=O)CN2CCC(C(N)=O)CC2)c2c(C)cccc2n1C	9	9	-1.7	-16	·	-0.5	1.8	0	153	2	3.4
COc1ccc(NC(=O)OCCN2CCN(Cc3ccccc3)CCC2=O)cc1	-11	-4	1.5	-8	100	-1.2	4.2	27	-1	6	3.1
Cc1ccccc1N1CC(C(=O)Nc2nnc(SCCN3CCOCC3)s2)CC1=O (stereo unspecified)	0	-36	-1.1	0	102	-5.0	3.2	-3	78	16	-3.6
CC(C(=O)OCC(=O)Nc1cccc(S(=O)(=O)N(C)C)c1)N1C(=O)c2ccccc2C1=O (stereo unspecified)	-4	·	2.0	-1	117	-1.9	-2.9	14	-23	9	1.0
O=C1CC(=O)Nc2cc(S(=O)(=O)N3CCN(c4cccc(C(F)(F)F)c4)CC3)ccc2N1	3	1	2.5	3	102	-1.6	3.7	5	0	8	1.6
CCOc1ccc(CNC(=O)C2CCN(c3nnc(C)c4c(C)n(-c5ccc(C)cc5)nc34)CC2)cc1	3	7	-0.8	-16	114	2.7	2.1	-13	-3	-14	-0.2
COc1cc(OC)c2ccc(=O)oc2c1C(CC(=O)N1CCN(c2ccccc2)CC1)c1ccc2c(c1)OCO2 (stereo unspecified)	0	·	-1.5	-8	100	-2.1	0.1	1	-5	11	-0.3
